M. tuberculosis GlmU: inhibition of mycobacterial GlmU enzyme – biochemical, glucosamine-1-phosphate acetyltransferase (AID 1376); M. tuberculosis GlmU acetyltransferase enzyme assay; higher % means a stronger effect; one-dose inhibition, %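 (tested at 30 µM in the primary screen)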; IC50 in µM for titrated hits; 0.25% of 220,000 active; in the data active = inhibition above about 13%;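 also: 0% = complete reaction with vehicle and 100% = reaction without substrate; strong numbers were not always called active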
Mtb RmlCD inh: blocks M. tuberculosis RmlC and RmlD coupled enzymes; P9WH09+P9WH11; RmlC+RmlD coupled enzyme assay, percent inhibition; primary screen in compound mixtures; inhibition, % at 3.6 µM; 0.03% of 160,000 active; in the data active = inhibition mostly above about 34%, no sharp cut-off; also: some results filed as inactive read as strong as hits
Target sequence (P9WH09 whole entry, looked up): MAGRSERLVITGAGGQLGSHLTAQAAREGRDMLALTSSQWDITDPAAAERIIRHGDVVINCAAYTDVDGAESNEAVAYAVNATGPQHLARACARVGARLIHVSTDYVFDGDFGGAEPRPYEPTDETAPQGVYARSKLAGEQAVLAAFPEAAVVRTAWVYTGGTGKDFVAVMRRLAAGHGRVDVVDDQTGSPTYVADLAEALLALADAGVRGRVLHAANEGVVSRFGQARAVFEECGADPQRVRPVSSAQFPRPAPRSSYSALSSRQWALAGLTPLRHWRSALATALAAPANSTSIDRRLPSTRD
Target sequence (P9WH11 whole entry, looked up): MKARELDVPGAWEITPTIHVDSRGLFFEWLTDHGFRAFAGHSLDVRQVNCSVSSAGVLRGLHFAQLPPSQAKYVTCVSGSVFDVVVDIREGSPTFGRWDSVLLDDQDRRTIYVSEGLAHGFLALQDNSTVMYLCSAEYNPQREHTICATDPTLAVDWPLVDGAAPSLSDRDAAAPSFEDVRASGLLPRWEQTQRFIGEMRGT
* marks the source's active call; other numbers are inactive results; . = no result given. Not all compounds are listed; count on the stated rates, not on these rows.

Second line of a record – M. tuberculosis GlmU | Mtb RmlCD inh
Fc1ccc(Cn2nnnc2C(c2ccc(F)cc2)N2CC=C(c3ccc(F)cc3)CC2)cc1 (centres undefined)
→ -0.5% | 3
CCCCN(C)C1CCN(C(=S)Nc2ccc(OCC)cc2)CC1
→ -2.5% | 19
CC(C)C(Nc1ccc(C(F)(F)F)cc1[N+](=O)[O-])C(=O)O (centres undefined)
→ 6.0% | -10
Cc1cccc(-c2nnc(-c3ccccc3)o2)c1
→ -2.1% | .
N#Cc1c(-c2ccc(Cl)cc2)ccnc1N1CCOCC1
→ 7.2% | 4
NC(=O)C1CCN(C(=O)Cc2ccc([N+](=O)[O-])cc2)CC1
→ 3.5% | 2
Cc1ccc(-c2nc(C(=O)NC3CCCCCC3)no2)cc1
→ 2.2% | .
Cc1ccc(S(=O)(=O)NC2c3cccc4cccc(c34)C2Sc2ncccn2)cc1 (centres undefined)
→ 6.2% | -2
Nn1c(SCc2ccccn2)nncc1=O
→ 2.1% | -9
CCN1CCN(C(=S)NCC2CCCO2)CC1 (centres undefined)
→ 0.1% | -7
CCn1cc(CNC(=O)CCc2nnc(CCC3CCCCC3)o2)cn1
→ -6.4% | 8
c1ccc(-c2cnc(CSc3nnc4ccccn34)o2)cc1
→ 2.2% | .
N#Cc1c(-n2ccnc2)cccc1-n1ccnc1
→ -0.2% | .
CCOc1ccc2c(c1)c(N=NC(=N)N)c(O)n2C
→ -1.6% | -5
CC(=O)OCCSc1c(-c2ccccc2)c2cc(Cl)ccc2[nH]c1=O
→ 1.4% | -7
COc1cccc(C(=O)N2CCN(CCCc3ccccc3)CC2)c1OC
→ -1.1% | .
N#Cc1cc(-c2ccccc2)nnc1Sc1ccc(Cl)cc1
→ -1.4% | .
O=C(NCCCn1ccnc1)C(=O)NCC1OCCN1S(=O)(=O)c1ccc(Br)cc1 (centres undefined)
→ . | -2
Cc1cc(C)nc(SCC(=O)Nc2cccc(S(=O)(=O)N(C)C)c2)n1
→ 0.7% | 1
O=C(Cc1cnc2ncnn2c1)N1CCc2c([nH]c3ccccc23)C1c1ccccc1F (centres undefined)
→ -4.9% | 8

2 entries from above, with each value named.
canonical_smiles: CCN1CCN(C(=S)NCC2CCCO2)CC1 (centres undefined)
  M. tuberculosis GlmU: 0.1% | Mtb RmlCD inh: -7
canonical_smiles: CC(=O)OCCSc1c(-c2ccccc2)c2cc(Cl)ccc2[nH]c1=O
  M. tuberculosis GlmU: 1.4% | Mtb RmlCD inh: -7

Additional results
Second line of a record – M. tuberculosis GlmU | Mtb RmlCD inh
O=C(Nc1cccnc1)C(Cc1ccccc1)n1cccc1 (centres undefined)
→ -0.1% | -11
CCn1c(SC(C)C)nnc1-c1c[nH]c2ccccc12
→ -2.1% | 28
O=C(Nc1ccccc1-c1nc2ccccc2s1)c1ccc(Br)o1
→ -1.4% | -3
Cc1ccccc1Nc1nc(N)nc(COC(=O)c2ccccc2)n1
→ 6.9% | -10
c1ccc2c(C[n+]3csc4ccccc43)cccc2c1
→ . | -8
O=C(Nc1nccs1)c1c(O)c2c(n(Cc3ccco3)c1=O)CCCC2
→ 0.8% | 2
COc1cccc(C2C(C(C)=O)=C(O)C(=O)N2Cc2ccco2)c1 (centres undefined)
→ 4.1% | .
CCOC(=O)NC(=O)CSc1nnnn1-c1ccccc1
→ 2.8% | .
CNNC(=S)Nc1cccc(SC)c1
→ 3.7% | .
COc1ccc(C2C(Oc3ccccc3)C(=O)N2c2cc(C)ccc2C)cc1OC (centres undefined)
→ . | -4
O=C(NCc1cccs1)C1CCN(S(=O)(=O)N2CCCC2)CC1
→ 3.4% | 11
Cc1cc(Cl)ccc1OCCCC(=O)N1CCOCC1
→ 3.8% | .
O=C(COc1ccccc1)NCCn1ccc2ccccc21
→ -4.9% | 2
O=C(NC1CCCCC1)c1ccc(S(=O)(=O)c2ccccc2Cl)c([N+](=O)[O-])c1
→ 1.2% | -13
COc1ccc(CCNC(=O)C2CCN(Cc3nc(-c4ccccc4F)oc3C)CC2)cc1OC
→ 4.1% | .
CC(Nc1nc(-c2ccccc2O)nc2ccccc12)c1ccccc1 (centres undefined)
→ -3.7% | -5
Cc1ccsc1C(=O)C1CCCN(Cc2cnc(N(C)C)s2)C1 (centres undefined)
→ 6.3% | 3
S=C1NCCc2ccc(Cl)cc2C1c1ccccc1 (centres undefined)
→ -7.9% | .
CCOc1ccc(NC(=O)C(=S)NC2CCCCC2)cc1
→ 3.3% | -2
Cn1c(=O)cc(Cl)[nH]c1=O
→ -2.2% | 7

Following part
Second line of a record – M. tuberculosis GlmU | Mtb RmlCD inh
COc1cc(CCC(=O)Nc2ccc(C)c(S(=O)(=O)N(C)C)c2)cc(OC)c1OC
→ 2.0% | 0
Cc1cc(C)cc(N2C(=O)CC(Cn3nc(C)cc3C)C2=O)c1 (centres undefined)
→ 1.9% | .
CCOC(=O)C(=Cc1ccc(Br)cc1)C(=O)OCC
→ -5.9% | .
Oc1ccc(/C=N/N2CCN(C3c4ccccc4-c4ccccc43)CC2)cc1
→ -0.4% | -10
CCN(CC)S(=O)(=O)c1cc(NC(=O)C(C)N2CCN(c3ccccn3)CC2)ccc1C (centres undefined)
→ -3.9% | -6
CCOC(=O)C1(Cc2cccc(OC)c2)CCN(CCO)CC1
→ -1.5% | -2
Cc1onc(-c2c(F)cccc2Cl)c1C(N)=S
→ -4.1% | -11
COc1ccc(-c2cc(C(=O)Nc3ccc(C(N)=O)cc3)c3ccccc3n2)cc1OC
→ -1.3% | 12
COc1ccc(/C=N/n2c(=O)[nH]c3c([nH]c4ccc(C)cc43)c2=O)cc1CN1CCOCC1
→ -3.2% | 6
COc1cc(/C=C(\C#N)c2nn(CCO)c(N)c2C#N)cc(OC)c1OC
→ 6.3% | 7
COc1ccc(CC(=O)Nc2ccc(S(=O)(=O)NC(C)C)cc2)cc1
→ -0.5% | 10
O=C(Nc1ccc2c(c1)OCO2)c1cc2n(n1)C(C(F)(F)F)CC(c1ccccc1)N2 (centres undefined)
→ -0.7% | 60
CCO[C@H]1OC(C(=O)N2CCOCC2)=C[C@@H](c2ccccc2)[C@@H]1CCCO
→ -1.5% | .
O=C(O)c1nn2cc(CCO)cnc2c1Cl
→ 1.6% | -11
O=C(CSc1ccc(F)cc1)N1CCN(S(=O)(=O)c2ccccc2)CC1
→ -2.0% | 2
O=C(O)c1cc(N/N=C/C(Cl)=C/c2ccccc2)ccc1Cl
→ -3.9% | -12
Cc1cc(C)[n+](-c2ccc(Oc3ccccc3)c(S(=O)(=O)[O-])c2)[nH]1
→ 4.6% | 14
C/C(=N/NC(=O)c1cccs1)c1c(C)[nH]n(-c2nc3ccccc3s2)c1=O
→ 1.7% | -7
CCCOc1ccc(N2C(=O)CC(N(Cc3ccc(OC)cc3)C(=S)Nc3ccccc3)C2=O)cc1 (centres undefined)
→ 7.3% | 4
CCNc1ccc(P(=S)(N(C)C)N(C)C)cc1
→ 5.1% | .

More structures follow:
smiles	M. tuberculosis GlmU	Mtb RmlCD inh
Cc1c(N=Cc2cccnc2)c(=O)n(-c2ccccc2)n1C	4.2%	.
COc1ccc(C(=O)OCC(=O)Nc2ccc(F)cc2F)cc1OC	6.4%	.
COc1ccccc1Oc1ccc(S(=O)(=O)N2CCN(C)CC2)cc1	6.2%	7
Cc1nn(Cc2ccccc2)c(C)c1C(=O)NCCN1C(=O)S/C(=C\c2ccccc2)C1=O	-1.2%	6
CC(O)c1nc2ccccc2n1CC(=O)N1CCN(c2ccccc2)CC1 (centres undefined)	2.1%	-2
O=C(CSc1ncn[nH]1)NC1CC2CCC1C2 (centres undefined)	-2.0%	0
COCCn1nnnc1C(c1ccccc1)N1CCN(Cc2ccc3c(c2)OCO3)CC1 (centres undefined)	0.1%	15
CCc1ccc2[nH]c(O)c(N=NC3=NC(=O)CS3)c2c1	-2.9%	-1
C#CCOCCOCCOCCNc1nc(N2CCN(C(=O)C([C@@H](C)CC)n3cc(C(N)Cc4ccc(O)cc4)nn3)CC2)nc(N2CCN(C(=O)[C@H](CCC(=O)O)n3cc(C(N)CC(C)C)nn3)CC2)n1 (some centres undefined)	-2.5%	.
Cc1cc(CN2C(=O)c3ccccc3C2=O)cc(N2CCOCC2)c1	4.9%	22
O=C1NC(c2cc3ccccc3nc2Cl)Nc2ccccc21 (centres undefined)	6.2%	7
CC(C)NC(=O)CSc1nnc(-c2ccc(F)cc2)c2ccccc12	-5.2%	-13
COc1ccc(/C=N/NC(=O)Cc2n[nH]c(=O)[nH]c2=O)cc1	0.3%	-2
O=C(COC(=O)C1(c2cccc(F)c2)CCCC1)NCc1cccs1	-0.2%	9
CCOC(=O)c1cc(NC(=O)c2ccc(C)cc2)c(=O)oc1C(F)(F)F	-3.7%	-2
Cc1c(NC(=O)c2ccc(F)c(S(=O)(=O)N3CCOCC3)c2)c(=O)n(-c2ccccc2)n1C	-1.3%	3
CCc1cccc2c(=O)c(C(=O)NCCCOC)c[nH]c12	-3.9%	.
C/C(=N\Nc1ncc(Cl)cc1Cl)c1ccc(S(=O)(=O)NCc2ccco2)cc1	3.7%	14
CC(C)(C)c1ccc(C(CC(=O)O)NC(=O)Cc2ccc(F)cc2)cc1 (centres undefined)	1.9%	-2
CCn1cnc2sc(C(=O)Oc3cccc(C)c3)c(C)c2c1=O	-5.0%	33
CCCCCCc1cc2cc(-c3nnc(-c4ccccc4O)o3)c(=O)oc2cc1O	1.5%	-4
CCc1ccc(OCCNC(=O)c2cccs2)cc1	0.2%	.
N/C(=N\OC(=O)COc1ccc([N+](=O)[O-])cc1)c1ccncc1	-3.5%	-7
COC(=O)[C@H](Cc1ccccc1)NC(=O)NCc1ccc(S(N)(=O)=O)cc1	-2.2%	-7
N#Cc1cc2sc3nnc(-c4ccncc4)n3c2cc1C#N	11%	-3

(further entries)
smiles	M. tuberculosis GlmU	Mtb RmlCD inh
Cc1nn(Cc2ccccc2Cl)c(C)c1NC(=O)CSc1n[nH]c(C)c1[N+](=O)[O-]	4.9%	6
O=C(Nc1ccc(S(=O)(=O)N2CCCC2)cc1)c1ccc(CN2CCc3ccccc3C2)cc1	-4.0%	2
Cc1ccc(NC(=O)NNC(=O)C2CCN(Cc3ccc(F)cc3Cl)CC2)cc1	-6.8%	-6
Oc1c(-c2cc(-c3ccco3)[nH]n2)ccc2ccccc12	1.9%	.
COc1ccc(-c2nc3ncccn3c2Nc2ccccc2)cc1	.	4
CCCN(Cc1cc2cc(C)ccc2[nH]c1=O)S(C)(=O)=O	-3.6%	2
CCOc1ccc(C(=O)N(CN2CCCC2=O)c2ccccc2)cc1	-2.4%	.
Clc1ccccc1OCc1nnc(-c2ccccc2Br)o1	-3.7%	.
Cc1ccnc2nc(C(=O)Nc3cc(Cl)ccc3N3CCOCC3)nn12	-5.1%	12
O=C(NC1CCCCC1)N1CCc2ccccc21	8.6%	.
COc1cc(OC)cc(C2=NC3(CCC(C)CC3)NC2=S)c1 (centres undefined)	3.4%	-8
CN(c1ccccc1)S(=O)(=O)c1cccc(NC(=O)CSc2nncn2C)c1	1.2%	-10
CCOC(=O)c1c(NC(=S)Nc2ccccc2C)sc2c1CCC2	-1.4%	8
CCN(CC)c1nc2cc(OC)ccc2cc1C#N	.	16
Cc1ccc(-n2cnc(=O)c3cccnc32)cc1	2.5%	-5
Cc1ccc(S(=O)(=O)NCC(=O)OCc2ccccc2Br)cc1	0.5%	-10
COc1ccccc1NS(=O)(=O)c1cc(NC(=O)c2ccc(Cl)nc2)ccc1Cl	-4.0%	3
Cc1ccccc1NC(=O)CS(=O)(=O)c1cn(CC(=O)N2CCOCC2)c2ccccc12	-2.2%	-16
CCn1c(=O)c2c3c(sc2n2cnnc12)CCC3	-1.6%	-11
COc1ccc(CCNC(=O)CN2CCN(Cc3ccc(F)cc3)C2=O)cc1OC	-7.5%	.
O=C(CCNc1n[nH]c(=O)[nH]c1=O)N1CCOCC1	0.7%	16
COc1ccccc1C(=O)NCC(c1cccnc1)N(C)C (centres undefined)	0.2%	.
COCCN1C(=O)c2cc(C(=O)Nc3ccc(C)c(F)c3)ccc2C1Nc1ccc(C)c(F)c1 (centres undefined)	-4.7%	.
CCOC(=O)CNC(=O)C1COc2ccccc2O1 (centres undefined)	0.2%	3
CCc1ccc(N2C(=O)CC(N(CC3CCCO3)C(=O)/C=C/C(=O)O)C2=O)cc1 (centres undefined)	1.0%	-6
Cc1cc(Cl)n2c(nc3ccccc32)c1C#N	2.4%	4

Filtered by structure: the compounds so far containing an aryl thioether with sulfur outside any ring.
smiles	M. tuberculosis GlmU	Mtb RmlCD inh
Cc1ccc(S(=O)(=O)NC2c3cccc4cccc(c34)C2Sc2ncccn2)cc1 (centres undefined)	6.2%	-2
Nn1c(SCc2ccccn2)nncc1=O	2.1%	-9
c1ccc(-c2cnc(CSc3nnc4ccccn34)o2)cc1	2.2%	.
CC(=O)OCCSc1c(-c2ccccc2)c2cc(Cl)ccc2[nH]c1=O	1.4%	-7
N#Cc1cc(-c2ccccc2)nnc1Sc1ccc(Cl)cc1	-1.4%	.
Cc1cc(C)nc(SCC(=O)Nc2cccc(S(=O)(=O)N(C)C)c2)n1	0.7%	1
CCn1c(SC(C)C)nnc1-c1c[nH]c2ccccc12	-2.1%	28
CCOC(=O)NC(=O)CSc1nnnn1-c1ccccc1	2.8%	.
CNNC(=S)Nc1cccc(SC)c1	3.7%	.
O=C(CSc1ccc(F)cc1)N1CCN(S(=O)(=O)c2ccccc2)CC1	-2.0%	2
O=C(CSc1ncn[nH]1)NC1CC2CCC1C2 (centres undefined)	-2.0%	0
CC(C)NC(=O)CSc1nnc(-c2ccc(F)cc2)c2ccccc12	-5.2%	-13
Cc1nn(Cc2ccccc2Cl)c(C)c1NC(=O)CSc1n[nH]c(C)c1[N+](=O)[O-]	4.9%	6
CN(c1ccccc1)S(=O)(=O)c1cccc(NC(=O)CSc2nncn2C)c1	1.2%	-10

Screens as filed in PubChem.
